Source: PubChem (several laboratories)
S1P4 agonist: agonists of human S1P4 receptor. O95977. S1P4-expressing cell line, agonist reporter assay. activation, % at 4.98 µM. actives 0.35% (n = 220,000). AID 1509; in the data active = activation above about 11%;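 also: 0% = DMSO vehicle and 100% = reference agonist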
Target sequence (O95977 whole entry, looked up): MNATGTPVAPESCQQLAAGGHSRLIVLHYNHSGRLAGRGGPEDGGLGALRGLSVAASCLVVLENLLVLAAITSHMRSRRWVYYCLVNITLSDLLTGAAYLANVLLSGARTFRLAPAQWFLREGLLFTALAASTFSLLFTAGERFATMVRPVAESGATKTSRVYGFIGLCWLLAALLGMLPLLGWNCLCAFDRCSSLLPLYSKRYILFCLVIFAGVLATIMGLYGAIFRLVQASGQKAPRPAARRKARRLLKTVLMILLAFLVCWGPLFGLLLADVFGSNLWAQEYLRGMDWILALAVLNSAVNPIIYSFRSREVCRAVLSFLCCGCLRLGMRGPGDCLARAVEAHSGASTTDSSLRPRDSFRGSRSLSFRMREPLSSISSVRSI
Runt-CBFb FRET: inhibitors of human RUNX1 Runt domain binding to CBFb | Q01196+Q13951 | Cerulean-Runt/Venus-CBFb FRET ratio 530/480, 1 h | inhibition, % at 20 µM | actives 0.46% (n = 220,000) | AID 1496;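 active = inhibition over about 50% at 20 µM in the single-dose screen, limit read from the data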;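 also: 0% = DMSO wells and 100% = excess unlabeled CBFb competitor control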
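Assay system: Cerulean-tagged RUNX1 Runt domain (FRET donor) fusion protein / Amount: 100 nM each of Venus-CBFb and Cerulean-Runt domain / Medium: Tris buffer pH 7.5 with salts and BSA / Also added: Venus-CBFb 100 nM / Schedule: 1 h complex formation plus 1 h compound treatment, room temperature / Signal: FRET fluorescence / Read-out: loss of energy transfer signal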
Ba/F3 V617F tox: loss of viability in JAK2V617F-driven Ba/F3 cells. Ba/F3 EpoR-JAK2V617F viability, ATP luminescence. inhibition, % at 5.6 µM. actives 1.1% (n = 220,000). AID 1446;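 active = inhibition above the campaign mean plus 3 SD over all tested compounds, cut at about 24% in these data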;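 also: cytokine-independent growth of Ba/F3 cells driven by EpoR plus mutant JAK2; 0% = DMSO-treated cells and 100% = JAK inhibitor I control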
S1P4 antag: human S1P4 receptor antagonism; O95977; S1P4-expressing cells, antagonist mode, reporter read-out; inhibition, % at 4.98 µM; actives 0.26% (n = 220,000); AID 1510; in the data active = inhibition above about 29%;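 also: 0% = wells stimulated with agonist and 100% = vehicle wells without agonist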
BaF3 parental: counter-screen for JAK2V617F inhibitors: parental Ba/F3 viability inhibitors; CellTiter-Glo ATP luminescence; inhibition, % at 5.6 µM; actives 1.1% (n = 220,000); AID 1486;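 active = inhibition above a per-campaign cutoff, the mean inhibition of all tested compounds plus 3 SD, cut at about 27% in these data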;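 also: 0% = DMSO wells and 100% = JAK Inhibitor I control wells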
NPY-Y1 antag: NPY-Y1 (human) receptor antagonism; P25929; HEK293-CNG Y1 cells, membrane potential fluorescence; NPY at EC95, then isoproterenol; inhibition, % at 3.6 µM; actives 1% (n = 200,000); AID 1040;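 active = inhibition above the campaign mean inhibition of all tested compounds plus 3 SD, cut at about 20% in these data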;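 also: 0% = DMSO wells given NPY plus isoproterenol and 100% = isoproterenol alone without NPY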
Target sequence (P25929 whole entry, looked up): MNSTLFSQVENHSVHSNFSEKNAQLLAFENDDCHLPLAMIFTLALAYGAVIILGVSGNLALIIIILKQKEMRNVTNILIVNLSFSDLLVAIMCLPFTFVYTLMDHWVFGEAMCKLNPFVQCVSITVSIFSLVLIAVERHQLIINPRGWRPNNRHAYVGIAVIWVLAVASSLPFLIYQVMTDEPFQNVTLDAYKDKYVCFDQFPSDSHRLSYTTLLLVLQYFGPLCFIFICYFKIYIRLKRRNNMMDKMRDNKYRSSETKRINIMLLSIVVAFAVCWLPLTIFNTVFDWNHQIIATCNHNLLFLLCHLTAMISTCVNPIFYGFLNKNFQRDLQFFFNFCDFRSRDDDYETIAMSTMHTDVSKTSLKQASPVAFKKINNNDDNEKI
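System: HEK293 cells with Y1 receptor plus CNG channel / Probe or stimulus: NPY 25 nM then isoproterenol 1 µM plus Ro 20-1724 25 µM / Compound: one concentration, 3.6 µM, in 0.4% DMSO / Schedule: compound incubation 1 h at room temperature, readout 45 min post-stimulation / Measured by: membrane potential fluorescence / Read-out: % inhibition of NPY effect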
NPY1 pot ag: potentiators or agonists of human neuropeptide Y receptor Y1; activation, % at 3.6 µM; actives 0.37% (n = 220,000); NPY-Y1 expressing cells, potentiator/agonist activation; P25929; in the data active = activation above about 33%, passing the limit was not always enough;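 also: cells stimulated with NPY at EC10 then isoproterenol at EC100; 0% = low agonist plus stimulus and 100% = saturating agonist plus stimulus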
RBBP9 inhibitor: blocks human serine hydrolase RBBP9; actives 0.2% (n = 220,000); inhibition, % at 7.94 µM; AID 1515; recombinant RBBP9, FP-Rh probe fluorescence polarization; O75884;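 active = inhibition above the campaign mean of all tested compounds plus 3 SD, cut at about 14% in these data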;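 also: plate controls were DMSO wells with RBBP9 for no effect and wells lacking RBBP9 protein for full effect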
Target sequence (O75884 whole entry, looked up): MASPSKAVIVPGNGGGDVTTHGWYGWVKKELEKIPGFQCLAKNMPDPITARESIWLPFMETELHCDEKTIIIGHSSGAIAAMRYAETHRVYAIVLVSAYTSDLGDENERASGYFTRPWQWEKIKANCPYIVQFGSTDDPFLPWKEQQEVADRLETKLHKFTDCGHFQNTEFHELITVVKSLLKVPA
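Test system – recombinant human RBBP9 · Input – RBBP9 2.5 µM in dispensing solution, pre-mixing · Medium – Tris buffer pH 8.0, NaCl, Pluronic · Schedule – preincubation 30 min plus labeling 45 min at 25 °C · Measured by – fluorescence polarization · Measure – % inhibition · Controls – DMSO and no-protein wells · Replicates – one well per compound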
NPY2 pot ag: potentiators or agonists of human neuropeptide Y receptor Y2; P49146; cells expressing NPY-Y2, potentiator/agonist read-out; activation, % at 3.6 µM; actives 0.45% (n = 220,000); in the data active = activation above about 27%;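 also: cells stimulated with NPY near EC25 plus isoproterenol at EC100; 0% = vehicle plus submaximal agonist and 100% = vehicle plus saturating agonist; some results beyond the cut were filed as inactive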
Active calls of the source: *; . = not tested or not shown.

SMILES | S1P4 agonist | Runt-CBFb FRET | Ba/F3 V617F tox | S1P4 antag | BaF3 parental | NPY-Y1 antag | NPY1 pot ag | RBBP9 inhibitor | NPY2 pot ag
CCn1c(SCC(=O)NCc2ccco2)nc2c(c1=O)SC(C)C2 (centres undefined) | 1.7 | 2 | -1 | -32 | 3 | -4 | 2 | -12 | 0
O=C(CCN1C(=O)/C(=C/c2ccccc2)SC1=S)NNC(=O)c1ccncc1 | -1.6 | 0 | 2 | -8 | 4 | 3 | -6 | -2 | -4
CC(=O)Nc1cnc(NC(=O)c2cccc(F)c2)cc1C | 0.6 | -1 | 3 | -1 | 5 | 3 | 9 | -7 | -4
O=[N+]([O-])c1cc(Cl)cc(/C=N\Nc2ccccn2)c1O | 1.1 | -4 | -2 | -7 | -2 | 0 | 1 | -2 | -9
COC(=O)c1nnn(CC(=O)NC(=O)Nc2ccccc2F)c1C(=O)OC | -0.2 | -2 | -2 | -9 | -2 | 0 | 4 | 3 | 0
Cc1ccc(CN(C)C(=O)CC2C(=O)NCCN2CC2CCCCC2)cc1 (centres undefined) | -1.5 | -2 | -2 | -8 | 5 | -3 | -4 | 9 | -18
C/C(=N/NC(=O)CNC(=O)C1COc2ccccc2O1)c1cccc(O)c1 (centres undefined) | 0.1 | 1 | 1 | -1 | 5 | 0 | 5 | -10 | -7
CCCc1nc2c(=O)n(C)c(=O)[nH]c2n1C | -2.1 | 122* | -1 | 7 | 4 | 4 | 2 | -3 | -5
COc1ccc(OCC(=O)OC2CCN(C)CC2)cc1 | 1.2 | 3 | -1 | -19 | 4 | 8 | 11 | -9 | -1
S=C1NNC2(NN1)C1CC3CC(C1)CC2C3 | 1.3 | 1 | -4 | -5 | -4 | 2 | -13 | -4 | 7
COc1cccc(C2=NOC(C(=O)N3CCN(C(=O)c4ccco4)CC3)C2)c1 (centres undefined) | 37* | 2 | -5 | 3 | -2 | -1 | -8 | 9 | 1
CC(c1ccccc1)c1nnc(N)s1 (centres undefined) | -0.6 | 0 | -2 | -25 | 3 | 2 | 14 | -1 | 11
Cc1ccc(OCC(=O)N2CCN(C(=O)c3cccnc3)CC2)cc1 | -0.4 | -1 | -2 | 3 | 2 | -3 | -60 | -7 | 6
CCOC(=O)COc1nc(-c2ccc(Cl)cc2)cc(-c2ccco2)c1C#N | 0.1 | 3 | 2 | -13 | 2 | . | -44 | -6 | 1
O=[N+]([O-])c1cccc(C(=Nc2ccc(Cl)cc2)NO)c1 | 0.8 | 1 | 3 | -16 | 4 | 3 | 22 | -4 | 7
CC(C)(CC(=O)O)CC(=O)NNc1ncccc1C#N | -1.6 | -1 | 0 | 11 | 2 | . | -28 | -7 | -12
CSc1ccc(/C=N/Nc2ccc(Cl)c(C(=O)O)c2)cc1 | 1.1 | -14 | 3 | -19 | 7 | 1 | -7 | 3 | -2
COc1ccc(CCN(C)C(=O)CSc2nnnn2C)cc1OC | 1.6 | 1 | -2 | -2 | 4 | 1 | 2 | -10 | 4
COc1ccc(/C=C/C(=O)c2cc3c(cc2N)OCO3)cc1 | -0.8 | 28 | 2 | -7 | 5 | 2 | -4 | -3 | 3
Cc1ccc(/C(O)=C2/C(=O)C(=O)N(CCN3CCOCC3)C2c2cccnc2)cc1 (centres undefined) | -0.1 | 2 | 0 | -8 | 9 | 0 | -4 | -8 | 18
CCOc1ccc(N2C(=O)CC(N3CCOCC3)C2=O)cc1 (centres undefined) | 0.3 | 0 | -1 | -8 | 7 | -5 | 5 | -10 | 8
CCOC(=O)c1nnn(-c2nonc2N)c1-c1ccc(OCC)cc1 | 2.6 | -1 | 0 | -1 | 0 | 8 | 0 | 0 | -10
O=C(OCc1cc(=O)n2cc(Br)ccc2n1)c1ccc(Cl)c(S(=O)(=O)NCc2ccccc2)c1 | -0.6 | -1 | -1 | 10 | 1 | 5 | 2 | -6 | 8
Cc1nn(C(C)C(=O)NCCCc2ccccc2)c(=O)c2cc3occc3n12 (centres undefined) | 0.9 | -1 | 1 | -35 | 6 | 16 | -34 | -4 | -8
Cc1cc(C)n(-c2ccc(C(=O)Nc3cccc([N+](=O)[O-])c3)cc2)n1 | -0.1 | 0 | -2 | 2 | -1 | -1 | -5 | 3 | 15

The list goes on.
SMILES | S1P4 agonist | Runt-CBFb FRET | Ba/F3 V617F tox | S1P4 antag | BaF3 parental | NPY-Y1 antag | NPY1 pot ag | RBBP9 inhibitor | NPY2 pot ag
O=C(Oc1ccc(N(Cc2cccs2)C2=NS(=O)(=O)c3ccccc32)cc1)c1ccc(Cl)cc1 | 3.7 | 0 | 3 | -8 | 4 | 3 | 6 | -1 | -5
Cc1csc(NC(=O)C2CC(=O)N(Cc3ccco3)C2)n1 (centres undefined) | -0.9 | 4 | 4 | -8 | 9 | -4 | -2 | -7 | 1
C/C(=N\NC(=O)Cn1c(-c2ccccn2)nc2ccccc21)c1ccccc1 | -0.2 | -4 | -1 | 4 | 2 | 4 | 11 | -12 | 14
CCOC(=O)C(=CNc1ccc(S(N)(=O)=O)cc1)C(=O)OCC | -0.4 | 0 | -2 | -8 | -1 | . | -13 | 2 | -20
Cc1ccc(NC2CC(=O)N(c3cccc([N+](=O)[O-])c3)C2=O)cc1 (centres undefined) | 3.1 | 2 | -3 | -13 | 7 | 8 | 1 | -10 | -20
Cc1cc(=O)c2cccc(Br)c2[nH]1 | -0.8 | 0 | -2 | -9 | 4 | 6 | -23 | -5 | 1
CC(=O)Nc1ccc(N(C)S(C)(=O)=O)cc1 | 0.9 | 0 | -1 | -6 | 6 | -5 | 0 | 1 | -3
Cc1ccc2ccccc2[n+]1CCCS(=O)(=O)[O-] | 1.1 | -1 | -1 | -2 | 5 | 2 | -11 | 8 | 6
COCCn1c(SCc2nc3scc(-c4ccc(Cl)cc4)c3c(=O)[nH]2)nnc1-c1cccc(C)c1 | 0.7 | -2 | -2 | -13 | 4 | 6 | -4 | -8 | -6
CC(C)CC(c1nnnn1CCc1ccccc1)N1CCC(C(N)=O)CC1 (centres undefined) | 1.3 | -1 | 1 | -5 | 5 | 0 | -19 | -7 | 2
O=C(NCCc1nc2ccccc2[nH]1)/C(=C/c1ccco1)NC(=O)c1ccc(Br)cc1 | 0.7 | -1 | -4 | -22 | -2 | 0 | -13 | -2 | -4
CN(C)S(=O)(=O)N1CCC(c2ccc(F)cc2)C(COc2ccc3c(c2)OCO3)C1 (centres undefined) | 1.0 | -2 | 6 | -19 | 7 | 44* | -17 | -10 | -21
COc1cc(CNCc2cccnc2)ccc1OCC(=O)NC(C)(C)C | -0.6 | 0 | 4 | 1 | 9 | 9 | 7 | -6 | -18
Cc1ccnc(SCCn2c(N3CCOCC3)nc3c2c(=O)n(C)c(=O)n3C)n1 | -1.6 | . | -3 | -10 | -2 | 2 | -8 | 3 | -3
O=C(Nc1cc(C(F)(F)F)ccc1N1CCOCC1)c1c(F)c(F)c(F)c(F)c1F | 0.4 | 0 | -5 | -11 | 0 | 3 | -11 | -5 | -9
COc1ccc(C(=O)Nc2ccccc2C(=O)N2CCCCC2C)cc1 (centres undefined) | 0.2 | 0 | -2 | -6 | 1 | 1 | 5 | 5 | -5
O=C(Nc1nc2ccccc2s1)C1CC(=O)N(c2ccc(F)cc2)C1 (centres undefined) | -1.4 | -1 | -1 | 0 | 2 | 5 | -10 | -3 | -18
O=C(Nc1cccn2ncnc12)C(F)(F)F | -1.1 | -1 | 2 | -17 | 8 | 3 | 4 | -3 | -5
COc1ccc(CNC(=O)COC(=O)CCCOc2ccc(Cl)cc2Cl)cc1OC | 0.1 | -12 | 0 | -1 | 1 | 11 | -29 | -6 | -8
CCOC(=O)C1(Cc2ccccc2)CCN(Cc2cccc3c2OCO3)CC1 | 2.2 | -1 | -4 | -11 | 5 | 19 | -17 | 5 | -5
COCCSc1ccccc1C(=O)Nc1ccc2c(c1)OCO2 | -0.5 | 0 | 0 | 1 | 2 | 3 | 14 | -3 | 2
O=C(c1ccco1)N1CCN(C(=O)C2CC2)CC1 | 1.1 | 0 | -4 | -17 | 2 | 3 | 10 | -4 | 1
O=C(N/N=C/c1cc([N+](=O)[O-])ccc1O)c1ccncc1 | 0.1 | 1 | -2 | -11 | -2 | . | 13 | 1 | -11
CCOC(=O)CSc1nnc(CNC(=O)c2ccco2)n1-c1ccc(F)cc1 | -1.6 | 0 | 4 | 0 | 5 | 2 | 24 | -8 | -16
COc1ccc(C(=O)Nc2nc3cc4c(cc3s2)OCCO4)c(OC)c1 | 1.0 | -3 | -8 | 3 | -3 | . | -21 | -7 | -6

Profiles as entered above. Values in the order: S1P4 agonist, Runt-CBFb FRET, Ba/F3 V617F tox, S1P4 antag, BaF3 parental, NPY-Y1 antag, NPY1 pot ag, RBBP9 inhibitor, NPY2 pot ag
COC(=O)c1nnn(CC(=O)NC(=O)Nc2ccccc2F)c1C(=O)OC reads -0.2, -2, -2, -9, -2, 0, 4, 3, 0
CC(C)(CC(=O)O)CC(=O)NNc1ncccc1C#N reads -1.6, -1, 0, 11, 2, ., -28, -7, -12
COc1ccc(CNC(=O)COC(=O)CCCOc2ccc(Cl)cc2Cl)cc1OC reads 0.1, -12, 0, -1, 1, 11, -29, -6, -8
O=C(NCCc1nc2ccccc2[nH]1)/C(=C/c1ccco1)NC(=O)c1ccc(Br)cc1 reads 0.7, -1, -4, -22, -2, 0, -13, -2, -4
O=C(Nc1cccn2ncnc12)C(F)(F)F reads -1.1, -1, 2, -17, 8, 3, 4, -3, -5

(cont.)
SMILES | S1P4 agonist | Runt-CBFb FRET | Ba/F3 V617F tox | S1P4 antag | BaF3 parental | NPY-Y1 antag | NPY1 pot ag | RBBP9 inhibitor | NPY2 pot ag
Cc1cc(Cl)nc(Cl)c1C(=O)N1CCOCC1 | 1.9 | 1 | -1 | -8 | 2 | 0 | 12 | 5 | 10
Cc1ccc(S(=O)(=O)Nc2c(C)ccc3nsnc23)cc1 | -0.1 | -5 | 2 | -6 | 3 | 2 | -11 | -7 | -5
CCC1(C)CC2(CCCN(CCC(O)(c3ccccc3)c3ccccc3)C2)CCO1 (centres undefined) | -0.2 | 4 | 4 | 17 | -1 | . | 3 | -2 | -12
NNc1ccc(Cl)nn1 | 1.4 | 1 | -3 | -21 | 1 | . | 13 | 6 | -6
O=C(NCCCCCNC(=O)c1cccnc1)c1cccnc1 | 1.5 | 1 | -4 | -9 | -3 | -1 | 5 | -4 | 12
Nc1ccc[n+](Cc2ccccn2)c1 | -1.6 | -2 | -2 | -13 | 4 | -1 | 13 | -8 | -3
CCOC(=O)c1c(NC(=O)C(Sc2ccccc2)c2ccccc2)sc(C(N)=O)c1C (centres undefined) | 3.8 | . | -5 | -28 | 5 | 7 | 17 | -5 | 7
